Screens deposited in PubChem BioAssay by National Center for Advancing Translational Sciences (NCATS).
TDP1 cell noCPT – qHTS for Inhibitors of human tyrosyl-DNA phosphodiesterase 1 (TDP1): qHTS in cells in absence of CPT. DT40 Tdp1-/- hTDP1 cells, no CPT, ATP luminescence, 48 h. Potency, µM (series often up to 46.2 µM), inactives show at the top dose activity change, negative = growth inhibition, hits mostly inhibitors. actives 15% (n = 420,000); also: nearly all actives have a fitted effect of over 55% in size
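Readout: luminescence from CellTiter-Glo after 30 min in the dark at RT. Cells: DT40 Tdp1-/- with stable hTDP1, 400/well. Exposure: compounds alone, ≥48 hr, 37 °C.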
N370S GC mod – inhibitors or activators of N370S glucocerebrosidase for Gaucher disease; N370S GC spleen homogenate, 4MU-glucoside fluorescence; P04062; Potency, µM (doses to about 59.4 µM), for the others: at the highest dose activity change, negative = inhibition, actives largely listed as inhibitors; actives 0.092% (n = 330,000);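 also: 0% = full enzyme activity and -100% = no enzyme basal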
TDP1 inh – inhibitors of human tyrosyl-DNA phosphodiesterase TDP1; actives 0.28% (n = 350,000); AID 485290; recombinant TDP1, AlphaScreen DNA substrate cleavage; Potency, µM (titrated, usually from 130 µM), inactives show top-dose activity change, negative = inhibition, most hits filed as inhibitors; Q9NUW8; also: nearly all actives have a fitted effect of over 40% in size
Target sequence (Q9NUW8 whole entry, looked up): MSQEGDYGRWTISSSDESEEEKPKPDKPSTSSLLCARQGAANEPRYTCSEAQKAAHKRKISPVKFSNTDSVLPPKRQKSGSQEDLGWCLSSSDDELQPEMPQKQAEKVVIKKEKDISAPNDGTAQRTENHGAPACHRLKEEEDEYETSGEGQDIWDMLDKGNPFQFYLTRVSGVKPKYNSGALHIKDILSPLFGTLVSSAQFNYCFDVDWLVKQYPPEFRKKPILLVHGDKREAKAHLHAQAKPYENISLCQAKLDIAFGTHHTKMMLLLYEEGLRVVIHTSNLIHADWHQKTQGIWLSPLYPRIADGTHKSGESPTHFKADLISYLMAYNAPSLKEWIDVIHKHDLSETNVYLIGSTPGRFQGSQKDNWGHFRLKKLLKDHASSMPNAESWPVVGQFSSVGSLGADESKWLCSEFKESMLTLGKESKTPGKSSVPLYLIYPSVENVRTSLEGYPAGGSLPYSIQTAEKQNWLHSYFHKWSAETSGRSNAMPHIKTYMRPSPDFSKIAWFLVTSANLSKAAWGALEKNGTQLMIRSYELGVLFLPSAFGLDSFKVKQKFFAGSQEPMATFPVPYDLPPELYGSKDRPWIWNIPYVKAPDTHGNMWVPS
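AlphaScreen read-out: signal falls as enzyme removes the 3' tyrosine-FITC from a 5'-biotinylated DNA oligo (15 nM, 5 min, RT). Enzyme was E. coli-made recombinant Tdp1 at 1 nM, exposed to compound for 15 min beforehand; beads 10 ug/ml, 10 min.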
* hit, by the source's call; ? = inconclusive; . = not tested or not shown; & = joins results of further samples; [ ] = remark or other dose. Calls follow the shape of the dose curve; as a rule, active = well fitted curve in the direction sought with a large enough effect; inconclusive = small, poorly fitted or top-dose-only effect, or another doubt; inactive = no such curve, though single readings can be large; an effect the other way counts as inactive or inconclusive. Unless noted, % is scaled to controls: 0 for no effect and ±100 for the full control effect; potency is read from the fitted curve at half-maximal effect.

SMILES | TDP1 cell noCPT | N370S GC mod | TDP1 inh
CCn1nnc(-c2ccccc2NC(=O)c2cccc(-n3cnnn3)c2)n1 | -21% | -3% | -8%
COc1ccc(N(CC(=O)N2CCN(c3ccc(F)cc3)CC2)S(=O)(=O)c2c(C)noc2C)cc1 | ? | -4% | 6%&-2%
CC(C)n1c(SC2C(=O)CC(C)(C)CC2=O)nc2c1c(=O)n(C)c(=O)n2C | -3% | -2% | 10%
Cc1cc(NC(=O)COC(=O)C2CCC(=O)N2)c([N+](=O)[O-])cc1C (configuration not stated) | 3% | 0% | 3%
CCOC(=O)c1cc(-c2ccccc2)n(CC(=O)NC(C)c2ccccc2)c1C (configuration not stated) | 9.2µM* | . | 6%
O=C(c1ccccc1[N+](=O)[O-])N1N=C(c2ccccc2)CC1(O)C(F)(F)F (configuration not stated) | ? | -3% | 4%
CCN(CC)S(=O)(=O)c1ccc(Cl)c(C(=O)NCCN2CCOCC2)c1 | -3% | -8% | .
O=C1CSC(c2cccc([N+](=O)[O-])c2)N1c1c(F)cccc1F (configuration not stated) | ? | -2% | 3%
CC(C)CCn1nnnc1C(c1ccccc1)N1CCN(C)CC1 (configuration not stated) | -20% | -8% | 7%
Cc1ccc(S(=O)(=O)N(CC(=O)N2CCCCCC2)c2ccccc2F)cc1 | -14% | -2% | .
COc1ccc(NC(=O)Cc2ccc(C)cc2)c([N+](=O)[O-])c1 | ? | 5% | 6%
CCCCNS(=O)(=O)c1ccc2nc(-c3cccnc3)cc(C(=O)NC3CCCC3)c2c1 | -23% | -3% | 4%
N#CC(C#N)=C1C=CC=CN1/C(=C\c1ccco1)C(=O)c1ccc(Cl)cc1 | 0.92µM* | 25% | 4%
Cc1ccc(C(=O)NCC(=O)N/N=C/c2cccs2)cc1C | 9% | 9% | 6%
C=CCN(C(=O)C1=NN(C2CCS(=O)(=O)C2)C(=O)CC1)c1nc(-c2ccc([N+](=O)[O-])cc2)cs1 (configuration not stated) | 18µM* | -4% | -3%
CC1CCN(CCCNC(=O)c2ccc3c(=O)n(CCc4ccccc4)c(=O)[nH]c3c2)CC1 | -16% | 2% | -2%
O=c1c2ccccc2nnn1CSc1nnc(-c2cccs2)n1Cc1ccccc1 | 23µM* | 10% | 4%
COC(=O)C1=C(C)N=c2s/c(=C/c3ccoc3)c(=O)n2C1c1ccccc1 (configuration not stated) | ? | 4% | 0%
CCOC(=O)c1cnc(-n2nc(C)cc2C)nc1Nc1ccc(O)cc1 | 2.9µM* | -6% | 0%
Cc1c(C)c2c(c(C)c1O)CCC(C)(COc1ccc(CC3SC(=O)NC3=O)cc1)O2 (configuration not stated) | 13µM* | 2%&1%&5% | 25%&11%&20%&22%

An excerpt of these results, as tab-separated lines:
structure	TDP1 cell noCPT	N370S GC mod	TDP1 inh
CC1CCN(CCCNC(=O)c2ccc3c(=O)n(CCc4ccccc4)c(=O)[nH]c3c2)CC1	-16%	2%	-2%
O=c1c2ccccc2nnn1CSc1nnc(-c2cccs2)n1Cc1ccccc1	23µM*	10%	4%
COC(=O)C1=C(C)N=c2s/c(=C/c3ccoc3)c(=O)n2C1c1ccccc1 (configuration not stated)	?	4%	0%
CCOC(=O)c1cnc(-n2nc(C)cc2C)nc1Nc1ccc(O)cc1	2.9µM*	-6%	0%
Cc1c(C)c2c(c(C)c1O)CCC(C)(COc1ccc(CC3SC(=O)NC3=O)cc1)O2 (configuration not stated)	13µM*	2%&1%&5%	25%&11%&20%&22%

Part of the list above, showing only TDP1 cell noCPT and N370S GC mod:
molecule | TDP1 cell noCPT | N370S GC mod
Cc1ccc(S(=O)(=O)N(CC(=O)N2CCCCCC2)c2ccccc2F)cc1 | -14% | -2%
COc1ccc(NC(=O)Cc2ccc(C)cc2)c([N+](=O)[O-])c1 | ? | 5%
CCCCNS(=O)(=O)c1ccc2nc(-c3cccnc3)cc(C(=O)NC3CCCC3)c2c1 | -23% | -3%

Additional structures follow:
SMILES | TDP1 cell noCPT | N370S GC mod | TDP1 inh
CCc1ccc(C(c2ccccc2)c2c[nH]c3ccc(C)cc23)s1 (configuration not stated) | 16µM* | . | 6%
CN1CCN(S(=O)(=O)c2ccc(=O)[nH]c2)CC1 | -1% | 20% | 1%
O=C(CCl)N(c1ccccc1)c1c[nH]c2ccccc12 | 2.9µM* | -14% | .
CCOC(=O)/C(CCC[N+](C)(CC)CC)=N\O | -2% | 5% | 3%
O=C(COc1cc(Cl)c(Cl)cc1Cl)Nn1cnnc1 | -9% | -4% | 5%
O=C(c1ccc(F)cc1Cl)N(c1ccccn1)C1CCCCC1 | 15µM* | -3% | 2%
CN(CCC#N)C(=O)CSc1nnc(-c2c[nH]c3ccccc23)o1 | 1% | -14% | .
Cc1cc(SCC(=O)c2cc3ccccc3o2)nc2ccccc12 | -24% | 5% | 4%
O=C(Nn1cnc2ccccc2c1=O)C1CCCCC1 | -11% | 4% | 0%
Cc1ccc(NC2CCCN(C(=O)CN3C(=O)CSC3=O)C2)cc1C (configuration not stated) | -2% | -3% | 7%
Cc1ccc2oc(=O)c(-c3nc4ccc(C)cc4[nH]3)cc2c1 | -29% | . | 5%
COC(=O)c1ccc(N/C=C/C(=O)c2ccc(OC)c(OC)c2)cc1 | 0% | -4% | 4%
Cc1ccc(C)c(S(=O)(=O)N2CCN(C(=O)c3cc(-c4cccs4)nn3-c3ccccc3)CC2)c1 | ? | -16% | .
CC(C)N(C(=O)[C@H]1C[C@H](CC(=O)NCCCn2ccnc2)C(=O)N2CCc3c([nH]c4ccc(Cl)cc34)[C@]12C)C(C)C | 18µM* | . | 0%[56.1 µM]
CC(C)[C@@H](C(=O)N1CCN(Cc2ccc3c(c2)OCO3)CC1)n1nnc2ccccc2c1=O | 13µM* | 3% | 4%
CNC(=O)C1CN(C(=O)c2cccc(S(=O)(=O)N3c4ccccc4CC3C)c2)c2ccccc2O1 (configuration not stated) | 18µM* | . | 0%
Clc1cccc(N2CCN(c3nc4ccccc4c4nc(-c5ccccc5)nn34)CC2)c1 | -22% | . | -3%
Cc1[nH]c2ccccc2c1/C=N/NC(=O)CCC(=O)NCc1ccccc1 | ? | 4% | 5%
CCOc1ccc(CCNC(=O)CCn2cccc2)cc1OCC | -20% | 3% | 3%
COc1ccc(CCNC(=O)CSc2nnnn2C)cc1OC | -24% | 1% | -3%
Cc1cc(C(=O)N/N=C/c2cc(Br)cc(Br)c2OC(=O)c2ccccc2)n[nH]1 | . | 6% | 8%
C=CCN1C(=O)C(CC(=O)Nc2ccc(OCCC)cc2)N(CCCN2CCN(Cc3ccccc3)CC2)C1=S (configuration not stated) | 21µM* | -13% | 7%
CC1CCc2nn(CC(=O)Nc3c(F)cc(F)cc3Br)cc2C1 (configuration not stated) | -13% | 18% | 3%
CC(C)C(=O)N1CCN(c2ccccc2NC(=O)COc2ccccc2)CC1 | ? | -19% | 0%
O=C(Nc1ccc(F)cc1)Nc1cc(OCC(F)(F)F)cc(OCC(F)(F)F)c1 | 4.6µM* | 11% | -1%
NC1=NC[C@@H](Cc2ccc(O)cc2)N1CCc1cccc(F)c1 | -52% | 1% | 5%
Cc1noc(C)c1COC(=O)CCN1c2ccccc2Sc2ccccc21 | 21µM* | 13% | 4%
COC(=O)Cc1cn(-c2ncc(C(F)(F)F)cc2Cl)c2ccccc12 | -18% | -3% | .
Cc1ccc(C)c(C(=O)COC(=O)c2ccc(Br)o2)c1 | -19% | 8% | 0%
O=C(ONC1=NCCCCC1)c1c(F)cccc1F | ? | 0% | 12%
CC(C)Oc1ccc(CNS(=O)(=O)c2ccc(-c3cc(C(F)(F)F)on3)s2)cc1 | -21% | . | -5%
CCN(CC)S(=O)(=O)c1cccc(NC(=O)COC(=O)c2cc(=O)c3ccccc3o2)c1 | -10% | -10% | 3%
CCN(CC)S(=O)(=O)c1cccc(C(=O)N/N=C/c2ccc(OC)c(O)c2)c1 | -16% | 15% | 1%
CCOC(=O)Cn1c(=O)c2c(nc(N3CCOCC3)n2Cc2ccccc2)n(C)c1=O | 16µM* | . | -2%
CC1CCC(C(C)C)C(OC(=O)COC(=O)c2ccc(N)cc2)C1 (configuration not stated) | ? | 18% | 2%
Cc1ccc(NC(=O)c2cccs2)cc1NC(=O)c1ccc(F)cc1 | ? | 0% | .
NNC(=O)CCC(=O)Nc1ccccc1 | 4% | -2% | 0%
CCCCOc1ccccc1C1C(C(=O)OC)=C(C)N(C)C(C)=C1C(=O)OC | 23µM* | 7% | -10%[56.1 µM]
Cn1cc(C(=O)NC2CCCCC2)c(=O)c2cc(S(=O)(=O)N3CCOCC3)ccc21 | 7% | 2% | 3%
CCOC(=O)c1c(NC(=O)COC(=O)Cc2c[nH]c3ccccc23)sc(C(=O)N(C)C)c1C | ? | -1% | .
CSCC[C@H](NC(=O)COc1ccc(Cl)cc1)C(=O)N1CCC2(CC1)NCCc1[nH]cnc12 | -14% | 2% | 3%
O=[N+]([O-])c1ccc(O)c(-c2nc(-c3ccccc3)c(-c3cccs3)[nH]2)c1 | 18µM* | -13% | 9%
CCC(=O)Nc1cc(OC)c(NC(=O)c2ccccc2)cc1OC | -20% | 0% | 4%
COc1ccc(N2Cc3ccccc3C2)cc1Cl | -15% | -7% | 4%
COC(=O)c1ccc(CSc2nc3sc(C)c(C)c3c(=O)[nH]2)cc1 | 0% | 2% | .
CC(C)CC[n+]1ccn(-c2nc3ccccc3nc2[N-]S(=O)(=O)c2ccc(Cl)cc2)c1 | ? | ? | 3%
CCCOc1ccc(/C=c2\sc3ncnn3c2=O)cc1 | ? | 0% | 6%
CCCN1Cc2cccc(C(=O)NCCc3ccccc3)c2C1=O | -17% | -10% | .
COc1cc(/C=N/Nc2ccccc2C(F)(F)F)ccc1O | ? | -6% | 0%
CC(CCn1cccn1)NC(=O)CCc1nnc(C2CCCCC2)o1 (configuration not stated) | 7% | 18% | 6%
O=C(Cn1nnc(-c2cccs2)n1)Nc1ccccc1C(F)(F)F | -27% | -1% | 5%
C=CCNC(=O)c1onc(CSc2ccc(F)c(F)c2)c1C(=O)O | -7% | 30% | 3%
CCOC(=O)c1ccc(NS(=O)(=O)c2c(C)n(C)c(=O)n(C)c2=O)cc1 | -26% | 4% | -3%
COc1cc2c(cc1NC(=O)CC1SC(N3CCCC3)=NC1=O)oc1ccccc12 (configuration not stated) | 21µM* | -7% | -2%
Cc1ccc(N2C(=O)CC3(CC4C=CC3C4)C2=O)cc1 (configuration not stated) | -7% | 7% | 5%
O=C(NC(=S)NCc1cccnc1)c1ccccc1 | 5% | -4% | 4%
Cc1ccc(S(=O)(=O)c2nnn3c2nc(NCc2cccs2)c2sccc23)cc1C | ? | . | 5%
CCOC(=O)c1oc2ccccc2c1COC(=O)C(C)NC(=O)c1ccco1 (configuration not stated) | ? | . | 1%
CCCCNC(=O)c1c(C)oc2ncn(CC(C)C)c(=O)c12 | ? | . | 2%
Cc1c(-c2n[nH]c(=S)n2-c2ccc(C(F)(F)F)cc2)nnn1-c1ccccc1 | 9% | 6% | 5%
Additional structures follow:
SMILES | TDP1 cell noCPT | N370S GC mod | TDP1 inh
CCCCN1CCc2c([nH]c3c(C)cccc23)C1=O | ? | 11% | -3%
CCOC(=O)C1(CCCc2ccccc2)CCN(C(=O)CN2CCOC2=O)CC1 | 0% | -3% | 0%
Cc1c(C=C2C(=O)c3ccccc3C2=O)cc(C#N)n1C | 7% | 0% | -3%
CC(C)NC(=O)c1ccc(-c2ccc(Cl)c(C(F)(F)F)c2)o1 | -27% | 0% | -1%
COc1ccccc1C(=O)CSc1ccccn1 | -15% | 1% | -3%
COc1ccc(OCCn2cnc3ccccc32)cc1 | ? | -10% | 5%
CCOc1ccc(N2C(N)=NC(N)=NC2(C)C)cc1 | 6.5µM* | -10% | 2%
S=c1[nH]nc(-c2ccccc2)n1/N=C/c1cccc(Cl)c1 | ? | -20% | .
CC(C)c1ccc(NC(=O)C2CCCN2S(=O)(=O)c2ccc3nc(-c4ccccc4)[nH]c3c2)cc1 (configuration not stated) | 7.3µM* | . | -5%

One compound at a time, as listed above.
CC(C)N(C(=O)[C@H]1C[C@H](CC(=O)NCCCn2ccnc2)C(=O)N2CCc3c([nH]c4ccc(Cl)cc34)[C@]12C)C(C)C across the screens: TDP1 cell noCPT = 18µM*; N370S GC mod = .; TDP1 inh = 0%[56.1 µM]
Cc1ccc(NC(=O)c2cccs2)cc1NC(=O)c1ccc(F)cc1 across the screens: TDP1 cell noCPT = ?; N370S GC mod = 0%; TDP1 inh = .

This is a subset; rates above refer to the full screens.
